IL-1B inflam inh = blocks inflammasome-driven IL-1 beta release | 4.7% of 360,000 active | AID 743279 | activity change, % at 57.5 µM | THP-1 LPS/ATP IL-1B secretion, AlphaLISA, 16 h; stronger effect = lower value; in the data active means activity change below about -50%; inconclusive means mostly about -30% to -49%; further: on the % scale 0 is the no-effect control and ±100 the full control effect
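Secreted IL-1B measured by AlphaLISA bead assay after 16 h compound exposure of THP-1 cells; compounds (final up to 57.5 uM) added 1 h before LPS (250 ng/mL) and ATP (1.25 mM) stimulation; lower signal means less secretion.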
HT1080 IDH1KD tx = toxicity to HT-1080 IDH1 knockdown cells (counter line); HT-1080 IDH1 knockdown viability, ATP luminescence, 48 h; Potency, µM (highest dose often 46.1 µM), for inactives: at the highest dose activity, negative = toxicity, hits mostly cytotoxic; 2% of 360,000 active;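 further: potency means the concentration at half of the fitted maximal effect; 0% = DMSO wells and -100% = cell-free medium wells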
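Assay cells: HT-1080 with IDH1 knockdown, 750 per well, RPMI/5% FBS. Exposure: 48 h at 37 °C following 2 h pre-incubation. Read: CellTiter-Glo luminescence; fitted concentration-response, curve class assigned.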
GLP1R ag = activates the human GLP-1 receptor; P43220; HEK293 GLP-1R CRE-luciferase, luminescence, 4-6 h; cells express a hypersensitive GLP-1R form; AID 624172; 0.007% of 380,000 active; Potency, µM (titrated, usually from 45.6 µM), for the others: at the highest dose activation, usual class: activators; further: potency means the concentration at half of the fitted maximal effect; % of control where 0% means no effect
Target sequence (P43220 whole entry, looked up): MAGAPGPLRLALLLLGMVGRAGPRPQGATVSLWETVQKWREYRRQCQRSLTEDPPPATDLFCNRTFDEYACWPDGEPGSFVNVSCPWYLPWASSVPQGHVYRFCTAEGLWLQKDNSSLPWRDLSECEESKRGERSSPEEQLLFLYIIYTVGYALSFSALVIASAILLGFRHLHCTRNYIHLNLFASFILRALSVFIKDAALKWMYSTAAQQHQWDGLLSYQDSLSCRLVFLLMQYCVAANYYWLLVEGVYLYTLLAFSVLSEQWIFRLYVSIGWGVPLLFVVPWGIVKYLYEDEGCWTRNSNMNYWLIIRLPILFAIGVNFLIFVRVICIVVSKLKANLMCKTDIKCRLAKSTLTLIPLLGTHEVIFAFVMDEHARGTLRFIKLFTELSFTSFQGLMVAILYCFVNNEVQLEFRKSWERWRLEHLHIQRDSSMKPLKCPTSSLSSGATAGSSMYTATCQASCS
HT1080-NT tox = kills 2HG-producing HT-1080-NT fibrosarcoma cells; HT-1080-NT fibrosarcoma viability, CellTiter-Glo ATP luminescence, 48 h; Potency, µM (top dose mostly 46.1 µM), for inactives: at the top dose activity, negative = less viability, actives largely listed as cytotoxic; 1.6% of 360,000 active; AID 686970;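 further: NT is the 2HG producing partner of a matched IDH1 knockdown line; potency means the concentration at half of the fitted maximal effect; 0% = DMSO-treated cells and -100% = media-only wells without cells; nearly all actives have a fitted effect of over 55% in size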
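Compounds were tested in concentration-response format on HT-1080-NT cells for 48 hours at 37 degrees C. Cell viability came from CellTiter-Glo luminescence; curves were classified by r2, response magnitude and activity.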
KB-3-1 tox = KB-3-1 parental cell cytotoxicity; KB-3-1 viability, CellTiter-Glo ATP luminescence, 72 h; Potency, µM (doses to about 46.1 µM), inactives show top-dose activity change, negative = cytotoxic, most hits filed as cytotoxic; 1.4% of 400,000 active; AID 1347075; further: potency means the concentration at half of the fitted maximal effect; on the % scale 0 is the no-effect control and ±100 the full control effect; nearly all actives have a fitted effect of over 60% in size
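72 h, 37 °C compound treatment of KB-3-1 parental cells; CellTiter-Glo added, 10 min, luminescence read. Data corrected against DMSO-only plates and normalized before curve fitting.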
DRD3 antagonist = antagonists of human D3 dopamine receptor; max response, negative = inhibition, %; D3R cells, DiscoveRx beta-arrestin luminescence, antagonist mode; stronger effect = lower value; 2.5% of 360,000 active; AID 652054; P35462; in the data active means max response below about -50%; inconclusive means no clear call, values can overlap the other calls; further: on the % scale 0 is the no-effect control and ±100 the full control effect; mostly tested at two doses, the higher about 12 µM
Target sequence (P35462 whole entry, looked up): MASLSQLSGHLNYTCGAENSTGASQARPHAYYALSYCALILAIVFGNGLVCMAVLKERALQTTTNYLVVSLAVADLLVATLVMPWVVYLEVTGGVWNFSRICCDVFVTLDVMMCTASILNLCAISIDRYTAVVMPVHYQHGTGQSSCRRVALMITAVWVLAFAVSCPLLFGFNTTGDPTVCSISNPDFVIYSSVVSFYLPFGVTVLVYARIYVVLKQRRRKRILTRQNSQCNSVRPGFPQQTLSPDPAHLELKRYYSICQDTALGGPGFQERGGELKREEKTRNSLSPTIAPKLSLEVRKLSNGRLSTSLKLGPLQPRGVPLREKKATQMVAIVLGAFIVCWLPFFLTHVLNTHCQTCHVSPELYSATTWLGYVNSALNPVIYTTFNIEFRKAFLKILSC
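Cells plated overnight at 1500 cells/well, then exposed to library compounds with dopamine controls for 90 minutes at 37 degrees C. DiscoveRx reagent added for 30–60 minutes at room temperature; luminescence read, quantitative HTS format.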
SW480 rerep = induces DNA re-replication in SW480 colon adenocarcinoma cells; SW480 DNA re-replication, Hoechst DNA content imaging, 48 h; Potency, µM (titrated, usually from 46.1 µM), without a hit: at the top dose re-replication activation, hits mostly activators; 1.8% of 340,000 active; AID 624297; further: potency means the concentration at half of the fitted maximal effect; % of control where 0% means no effect; nearly all actives have a fitted effect of over 55% in size
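Compounds, transferred as 23 nL by pin tool, were incubated with cells for 48 hr; DNA content per nucleus was then quantified by Hoechst staining and fluorescence plate imaging.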
KB-V1 cytotox = kills drug-selected multidrug resistant KB-V1 cells; KB-V1 MDR cells viability, CellTiter-Glo, 72 h; Potency, µM (series often up to 46.1 µM), for the others: at the top dose activity change, negative = cytotoxicity, most hits filed as cytotoxic; 3.4% of 400,000 active; AID 1347076; further: potency means the concentration at half of the fitted maximal effect; on the % scale 0 is the no-effect control and ±100 the full control effect; nearly all actives have a fitted effect of over 60% in size
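Following 72 h at 37 degrees C with compound, KB-V1 cell viability was read by CellTiter-Glo luminescence, medium being phenol-red-free DMEM plus 10% FBS; concentration-response parameters came from normalized, curve-fitted qHTS data.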
D3 ag = agonists of human D3 dopamine receptor; P35462; D3R DiscoveRx beta-arrestin cells, luminescence, 90 min; max activation, %; 0.58% of 410,000 active; in the data active means max activation above about 30%; further: 0% is about no effect; mostly tested at two doses, the higher about 12 µM
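Agonist mode: compounds and dopamine controls were applied to plated cells for 90 min at 37 degrees C after an overnight attachment at 1500 cells/well. Luminescent read-out followed 30 - 60 minutes at room temperature with DiscoveRx detection reagent.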
An asterisk follows results filed as active; ? = inconclusive; . = not tested or not shown; & = joins results of further samples; [ ] = remark or other dose. Unless noted, the call rests on the fitted dose curve; in most records, active means well fitted curve in the direction sought with a large enough effect; inconclusive means small, poorly fitted or top-dose-only effect, or another doubt; inactive means no such curve, though single readings can be large; an effect the other way counts as inactive or inconclusive.

SMILES | IL-1B inflam inh | HT1080 IDH1KD tx | GLP1R ag | HT1080-NT tox | KB-3-1 tox | DRD3 antagonist | SW480 rerep | KB-V1 cytotox | D3 ag
CCC(C)(C)NC(=O)CN(Cc1ccc(OC)cc1)C(=O)CCC(=O)Nc1nccs1 | 24 | -9% | 7% | 4% | -3% | -3 | 0% | -6% | -13
CCCc1nc2ccc(Cl)cn2c1Cc1ccc(C)cc1 | 38 | ? | 2% | -17% | 0% | -7 | . | 13% | -1
O=S(=O)(c1ccc(NC(=S)NC2CC2)cc1)N1CCOCC1 | -4 | 25% | 4% | ? | 13% | 0 | -6% | 4% | 4
CCc1cccc2c(C(=O)CSc3nncn3-c3ccc(OC)cc3)c[nH]c12 | -13 | -19% | 15% | -23% | -2% | 0 | 1% | -46% | 0
CCCCNc1ncnc2[nH]ncc12 | 4 | -7% | -5% | -1% | . | -3 | 9% | . | -11
O=C1CN(C(=O)NCC(=O)N[C@@H](C(=O)O)c2ccccc2)c2ccccc2N1 | 8 | 11% | -6% | 3% | 4% | 20 | -4% | -4% | -1
NC(=S)c1cnn2c(-c3cccc(C(F)(F)F)c3)ccnc12 | ? | 12% | 4% | 25% | 6% | -12 | -8% | -1% | -2
CCOC(=O)c1c(C)[nH]c(C)c1S(=O)(=O)N(C)CC(=O)Nc1ccccc1F | -2 | 12% | -2% | 12% | 1% | -3 | -5% | 0% | -5
CCOc1cc2[nH]c(=O)n(CCCC(=O)NCc3ccc(OC)cc3)c(=O)c2cc1OCC | -4 | 3% | -10% | -1% | 21%&10% | 15 | 0% | ? | 6&21
CN(C)S(=O)(=O)c1ccc(C(=O)OCc2ccc(C#N)cc2)cc1 | -7 | 6% | 1% | -6% | 3% | 0 | 3% | 20% | 6
CCC(C)NC(=O)Cc1ccc(-c2ccccc2)cc1 (stereo not given) | -8 | 1% | 0% | -5% | -2% | -15 | 0% | 5% | 4
COc1cc2[nH]c(=O)n(CCC(=O)NC3CCCC3)c(=O)c2cc1OC | -16 | -3% | 0% | -6% | -6% | ? | 0% | 0% | -15
Cc1noc(C)c1CS(=O)(=O)c1ccc([N+](=O)[O-])cc1 | 44 | -1% | 5% | ? | 3% | 10 | -130%[inhibitor] | -2% | 2
O=C(N/N=C/c1ccc([N+](=O)[O-])s1)c1cccc(Br)c1 | 1 | 21µM* | -12% | 12µM* | 0% | 0 | 10µM* | ? | 0
COc1cc(OC)cc(C(=O)Nn2cc(C(=O)Nc3ccc(F)cc3F)c3ccccc3c2=O)c1 | -21 | -9% | -4% | 0% | 29% | 3 | 6% | ? | 2
COc1cc(CCC(=O)OCC(=O)Nc2ccc(F)c(F)c2F)cc(OC)c1OC | 38 | 18% | 14% | -2% | 5% | 5 | -2% | 35% | -8
COc1ccc(CCNC(=O)c2ccc3nc(N4CCOCC4)sc3c2)cc1OC | -5 | 5% | -5% | -7% | -7% | -1 | 0% | -5% | 7
O=C(NC(Cc1c[nH]c2ccccc12)C(=O)O)c1cccs1 (stereo not given) | 26 | 9% | 0% | 11% | -12% | 1 | -6% | -1% | 4
COC(=O)CCCC1=CC2=CC(=O)C(C)(OC(=O)c3cccs3)C(=O)C2=CN1CC(C)C (stereo not given) | -2 | 5% | 0% | 9% | 18% | -11 | -26%[9.22 µM] | ? | 19
COc1cc(OC)cc(-c2c(C#Cc3ccsc3)c3cc(-c4ccc5c(c4)OCO5)ccc3n2C)c1 | -11 | 29% | -6% | 4% | 14% | 15 | -3% | 14% | 11

Random excerpt: 2 entries already listed
SMILES | IL-1B inflam inh | HT1080 IDH1KD tx | GLP1R ag | HT1080-NT tox | KB-3-1 tox | DRD3 antagonist | SW480 rerep | KB-V1 cytotox | D3 ag
CCCc1nc2ccc(Cl)cn2c1Cc1ccc(C)cc1 | 38 | ? | 2% | -17% | 0% | -7 | . | 13% | -1
CCC(C)NC(=O)Cc1ccc(-c2ccccc2)cc1 (stereo not given) | -8 | 1% | 0% | -5% | -2% | -15 | 0% | 5% | 4

(listing goes on)
SMILES | IL-1B inflam inh | HT1080 IDH1KD tx | GLP1R ag | HT1080-NT tox | KB-3-1 tox | DRD3 antagonist | SW480 rerep | KB-V1 cytotox | D3 ag
CCOc1ccccc1NC(=O)Nc1cc(OC)ccc1OC | -17 | -6% | -15% | 15% | 3% | -70* | -3% | -37% | -16
CCOC(=O)CSc1nnc(-c2ccco2)n1-c1ccc(C)cc1 | 37 | 5% | 12% | -3% | -1% | 3 | 0% | 1% | 10
CCN(CCn1cccn1)C(=O)c1ccc(OC2CCN(C(=O)CCOC)CC2)cc1 | 3 | -1% | 4% | -1% | 5% | 32 | . | 1% | 8
COc1ccc(S(=O)(=O)N2CCN(C(=S)NCCc3ccccc3)CC2)cc1 | 0 | -2% | -3% | 1% | -3% | 3 | -5% | -17% | 4
COc1ccc(NC(=O)CN2CCN(CC(=O)Nc3ccc(F)cc3F)CC2)cc1 | -12 | 29% | 22% | 8% | 26% | 4 | ? | 11% | 3
COc1cc(NC(=O)CSc2nccc(C)n2)c(C)cc1[N+](=O)[O-] | 15 | -4% | 12% | -1% | -1% | 3 | 6% | -3% | 6
COc1ccc(Cl)cc1NC(=O)CSc1nc(-c2cccs2)cc(C(F)(F)F)n1 | . | . | 1% | . | -13% | . | . | -14% | -14
Cc1ccc(S(=O)(=O)N(C(=O)c2ccncc2)c2ccc(OC(=O)c3ccncc3)c3ccccc23)c(C)c1 | 42 | ? | -26% | ? | 7% | -8 | ? | 0% | 4
O=C(CSc1cn(CCNC(=O)c2ccccc2F)c2ccccc12)Nc1ccc2c(c1)OCCO2 | . | . | -4% | . | 5% | . | . | -70% | 16
CCN(CC(=O)Nc1cccc(OC)c1)CC(=O)Nc1ccc(Br)c(C)c1 | -68* | ? | 0% | ? | -34% | 39 | -6% | -6% | 3
Cc1ccc(NC(=O)CC(=O)Nc2ccc(C)cc2C)c(C)c1 | 11 | 4% | 0% | 2% | ? | 6 | 1% | -7% | -2
c1ccc(CNc2ccc3ccccc3n2)nc1 | 7 | ? | 3% | -26% | -2% | -17 | -3% | ? | -7
COc1ccc(F)c(-c2nc(CN3CCC(c4ccccc4)CC3)c(C)o2)c1 | -9 | 3% | 1% | -3% | 0% | -19 | 10% | -24% | -21
CCOc1ccc(C(CC(=O)O)NC(=O)C(c2ccccc2)c2ccccc2)cc1OC (stereo not given) | 3 | 24% | 2% | 10% | 4% | -5 | -8% | 27% | 0
CC1CCCC(NC(=O)C2CC(=O)N(Cc3ccccc3)C2)C1C (stereo not given) | 26 | 11% | -2% | 19% | 1% | 10 | -9% | -3% | 3
O=c1ccc(NS(=O)(=O)c2ccc(Cl)cc2)cn1Cc1ccc(Cl)c(Cl)c1 | 16 | -11% | -3% | 0% | -5% | ? | -1% | -12% | 2
COc1cc(OC)c(N(C)S(=O)(=O)c2cccc(C(=O)NCc3cccs3)c2)cc1Cl | 15 | -13% | 10% | -16% | -8% | -2 | . | -5% | 1
O=c1[nH]c(-c2ccccc2)c(-c2ccccc2)o1 | -3 | -7% | -3% | -10% | 1% | -18 | -16% | 18% | -2
COCCCn1c(=N)c(S(=O)(=O)c2ccccc2)cc2c(=O)n3cc(C)ccc3nc21 | . | . | 0% | . | 19% | . | . | ? | 8
CN1C(=O)/C(=C/c2cn(CC(=O)N3CCCCC3)c3ccccc23)NC1=S | 108 | 3% | 2% | 1% | 8% | -2 | 5% | 20% | -1
C[C@@H](CN1C(=O)C(=O)NC[C@@H]1C)NC(=O)CC12CC3CC(CC(C3)C1)C2 | 24 | 10% | 6% | 2% | 4% | -19 | -5% | 6% | 11
Cc1ccc2cc(/C=N/NC(=O)[C@@H]3CCCN3)c(Cl)nc2c1 | ? | -25% | 0% | ? | 2% | -2 | -1% | 0% | -2
FC(F)(F)c1cnc(Oc2ccc(-c3nnco3)cc2)c(Cl)c1 | -3 | 3% | -10% | 9% | -8% | 24 | -1% | 12% | 3
CCCCNC(=S)N(CCCO)Cc1cc2cc3c(cc2[nH]c1=O)OCO3 | ? | 1% | -6% | 1% | -16% | -29 | . | -12% | -6
COc1ccc(C2(c3ccc(OC)cc3)NC(=O)N(CC(=O)NC3(C#N)CCCC3)C2=O)cc1 | 7 | 6% | -8% | 0% | ? | -23 | -6% | 1% | -4
COc1ccc(CC(=O)N/N=C/c2cccn2-c2ccc([N+](=O)[O-])cc2)cc1OC | -13 | 4% | 2% | 0% | -9% | 34 | -3% | 0% | 7
O=C(O)c1cccnc1SCC(=O)N1CCCc2ccccc21 | 24 | 0% | 0% | 0% | 11% | -14 | -21% | 21% | -4
COc1ccc(-c2csc(NS(=O)(=O)c3ccc([N+](=O)[O-])cc3)n2)cc1 | 27 | -16% | -1% | -16% | -9% | -12 | 0% | 13% | -17
COc1ccc(Cc2nc3ccc(C(=O)NCCn4ccnc4C)cc3o2)cc1OC | 11 | 2% | -4% | -1% | . | -4 | -1% | . | 1
c1ccc(CCn2nnnc2CN2CCCc3ccccc32)cc1 | -5 | -6% | -1% | -5% | 10% | -16 | ? | 0% | -2
Cc1ccc2nc(NC(=O)CSc3nc4ccccc4o3)sc2c1 | 16 | ? | -1% | ? | -1% | 13 | -2% | ? | 0
CCOC(=O)Nc1sc(NS(=O)(=O)c2ccc(C)cc2)nc1C | -1 | 5% | 0% | -1% | 2% | -12 | -5% | 8% | 9
Cc1csc2ncnc(N3CCN(S(=O)(=O)c4cccc(C(F)(F)F)c4)CC3)c12 | 0 | -17% | 3% | -12% | -12% | 28 | 0% | ? | -2
COc1nc(N/N=C/c2ccc(-c3ccccc3[N+](=O)[O-])o2)nc(N2CCOCC2)n1 | 0 | 8% | 0% | 0% | ? | 4 | ? | ? | 6
COC(=O)c1sc(NC(=O)CSc2nnnn2-c2ccc(C)cc2C)nc1C | 22 | 6% | -2% | 14% | 4% | 20 | 0% | 15% | 2
Nn1c(SCC(=O)Nc2ccc3c(c2)OCO3)nnc1-c1ccc(Cl)cc1 | 0 | -19% | -6% | 0% | 22% | 24 | 3% | 34% | 5

Bioassay records from PubChem BioAssay.
